Screens: PubChem, several laboratories
Rpn11 block: Rpn11 (human) deubiquitinase inhibition | calls only at 20 µM | O00487 | hit rate 0.59% among 360,000 | human 26S proteasome, Ub4-pepOG fluorescence polarization; 20S core pre-blocked with epoxomicin;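 active means inhibition at 20 µM, scaled to each plate's controls, above about 33%, limit read from the data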
Neddyl block: blocks human cullin neddylation; TR-FRET cullin neddylation, biochemical; hit rate 0.58% among 360,000; P61081+Q13564; calls only at 25 µM; in the data active means inhibition above about 36%
Rin1-Abl PPI inh: blocks binding of human Rin1 to Abl; hit rate 0.4% among 360,000; TR-FRET Rin1/Abl binding, biochemical; inhibition, % at 7.35 µM; P00519+Q13671; in the data active means inhibition above about 5%, passing the limit was not always enough
MT1-MMP act inh: inhibitors of human MT1-MMP activation | P50281 | HT1080 RFP-PRO-GFP cells, GFP/RFP ratio fluorescence, overnight; percent of plate control window, DMSO zero | GFP/RFP ratio change, % at 20 µM | hit rate 0.061% among 360,000;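 active means GFP/RFP ratio change of at least 30% with cell ATP level not reduced by more than half and red fluorescence within 50% of control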; further: strong numbers were not always called active
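system = RFP-PRO-GFP reporter HT1080 cells | dosing = 20 µM single dose, 1% DMSO | timing = overnight cell settling, then overnight compound exposure, 37 °C, 5% CO2 | read-out basis = GFP/RFP fluorescence ratio | controls = DMSO and RFP-L50D-GFP cell wells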
CSN inh: blocks human CSN-mediated cullin deneddylation. Purified CSN, SCF-Nedd8-OG deneddylation, fluorescence polarization. inhibition, % at 12.5 µM. hit rate 0.38% among 360,000. AID 651999;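 active means pattern-corrected inhibition above about 35%, with an unprinted fluorescence ratio check between 0.5 and 1.5, limit read from the data, passing the limit was not always enough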;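 further: 0% = enzyme with substrate and 100% = substrate without enzyme; some results filed as inactive read as strong as hits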
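Detection – fluorescence polarization · System – HEK293T-derived human Csn5 enzyme · Controls – substrate-only high control, full reaction low control · Timing – 90 min, room temperature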
MLLE-PAM2 inh: inhibitors of microRNA-mediated deadenylation, human PABP1 MLLE binding; hit rate 0.36% among 360,000; GST-MLLE / FITC-PAM2 fluorescence polarization; inhibition, % at 20 µM; in the data active means inhibition above about 35%, passing the limit was not always enough;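 further: plate controls were DMSO wells with GST-MLLE for no effect and wells lacking GST-MLLE protein for full effect; some results filed as inactive read as strong as hits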
NadD inh: blocks S. aureus nicotinate mononucleotide adenylyltransferase. hit rate 0.78% among 360,000. purified NadD enzyme, colorimetric absorbance read-out. inhibition, % at 20 µM; in the data active means inhibition above about 26%; further: some compounds past the cut are filed as inactive
SKN-1 block: blocks SKN-1 activity in C. elegans; C. elegans VP596 Pgst-4::GFP/RFP ratio, acrylamide-induced, 24 h; inhibition, % at 21.8 µM; hit rate 0.49% among 360,000;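 active means interference check ratio from 0.5 to 1.5 plus GFP to RFP signal ratio inhibition reaching or exceeding a fixed threshold, cut at about 30% in these data, passing the limit was not always enough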; further: some compounds called inactive have numbers as strong as hits
FAS TE block: inhibitors of human fatty acid synthase thioesterase domain | recombinant FAS-TE, OMFH fluorogenic substrate, fluorescence endpoint | inhibition, % at 15 µM | hit rate 0.67% among 360,000 | AID 602261;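 active means compounds whose normalised, plate-corrected inhibition of enzyme fluorescence in the single-dose primary screen is 50% or more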;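 further: 0% = DMSO with enzyme and 100% = substrate without enzyme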
* = called active by the depositor; i = inactive; . = not tested or not shown; + = active, no number; & = joins results of further samples; ! = repeats disagree.

The opening 4 records as a preview:
Values run as follows: Rpn11 block	Neddyl block	Rin1-Abl PPI inh	MT1-MMP act inh	CSN inh	MLLE-PAM2 inh	NadD inh	SKN-1 block	FAS TE block
[1] Cc1cc(C=O)c(C)c2c1[nH]c1ccccc12
    i	+	-3	-8	7	-3	-5	-10	12
[2] Cc1ccc(S(=O)(=O)N2CCN(C(=O)CNC(=O)c3ccc(Cl)cc3)CC2)cc1
    i	i	-1	2	2	6	1	18	2
[3] O=C(c1ccco1)N1CCN(C(=O)c2cc(-c3ccncc3)nc3ccc(Br)cc23)CC1
    +	i	-5	-19	15	-45	13	34	-10
[4] COc1ccc(-c2cnc3c(NC=O)cc(-c4ccccc4OC)cn23)cc1OC
    i	i	-8	12	1	-15	7	13	16

Results (from the top)
Values run as follows: Rpn11 block	Neddyl block	Rin1-Abl PPI inh	MT1-MMP act inh	CSN inh	MLLE-PAM2 inh	NadD inh	SKN-1 block	FAS TE block
[1] Cc1cc(C=O)c(C)c2c1[nH]c1ccccc12
    i	+	-3	-8	7	-3	-5	-10	12
[2] Cc1ccc(S(=O)(=O)N2CCN(C(=O)CNC(=O)c3ccc(Cl)cc3)CC2)cc1
    i	i	-1	2	2	6	1	18	2
[3] O=C(c1ccco1)N1CCN(C(=O)c2cc(-c3ccncc3)nc3ccc(Br)cc23)CC1
    +	i	-5	-19	15	-45	13	34	-10
[4] COc1ccc(-c2cnc3c(NC=O)cc(-c4ccccc4OC)cn23)cc1OC
    i	i	-8	12	1	-15	7	13	16
[5] CC(C)c1nnc(SCC(=O)Nc2ccc3c(c2)OCO3)n1C
    i	i	2	-1	-2	4	-5	-5	-10
[6] CC(C)n1cnc2cc(NCc3ccccc3O)ccc21
    i	i	1	2	-2	8	0	-8	-2
[7] Cc1ccc2nc(SCC(=O)c3c(C)[nH]c4ccccc34)[nH]c2c1
    i	i	3	4	2	-31	7	11	9
[8] O=C(O)c1ccc(-n2nc(C(F)(F)F)cc2-c2cccs2)cc1
    i	i	-1	3	-4	0	-5	-5	-4
[9] CN(/N=C/c1ccncc1)c1cnn(-c2ccc(F)c(Cl)c2)c(=O)c1Cl
    i	i	-1	5	44*	1	5	-5	3
[10] COC(CNC(=O)c1ccc2c(c1)nc(C)n2-c1cc(C)cc(C)c1)OC
    i	i	0	0	5	-3	-4	13	-5
[11] Cc1ccc(S(=O)(=O)Nc2ccc(O)c(Sc3ncn[nH]3)c2)cc1
    i	i	3	1	4	-2	-5	2	-20
[12] NC(=O)C1CCN(C(=O)CCc2nc3sc4c(c3c(=O)[nH]2)CCCC4)CC1
    i	i	2	-3	22	-28	6	-3	-6
[13] CCn1ncc(C2=NOC(C(=O)Nc3cc(OC)c(Cl)cc3OC)C2)c1C (stereo not drawn)
    i	i	3	0	-6	0	-5	-4	12
[14] CCOC(=O)c1[nH]cnc1C(=O)NC(C)C
    i	i	3	-1	3	11	1	-8	-10
[15] O=C(CCNC(=O)C1CCN(S(=O)(=O)c2ccc(F)cc2)CC1)NCCc1cccc(F)c1
    i	i	-3	-2	1	-7	2	13	-4
[16] CCC(C)[C@H](NC(=O)N1CC(=O)Nc2ccccc21)C(=O)Nc1nccs1 (stereo partly drawn)
    i	i	2	-6	-7	-18	-4	1	-3
[17] COc1ccc(CN2C(=O)c3cccnc3C2=O)cc1S(=O)(=O)N1CCCCC1
    i	i	3	-3	-4	4	3	2	-2
[18] CCOc1ccc(C(=O)OCC(=O)Nc2cccc(S(=O)(=O)N3CCCC3)c2)cc1
    i	i	1	-2	0	3	-6	0	17
[19] N#C/C(C(N)=O)=C1/SC=C(c2ccccc2)N1c1ccccc1
    i	i	-1	-2	1	-13	-8	11	-1
[20] CC(=O)c1c(C)[nH]c(C(=O)OCC(=O)NCC(C)C)c1C
    i	i	0	0	4	2	-3	-1	-8
[21] S=c1[nH]nc(Cn2nnc3ccccc32)n1-c1ccccc1
    i	i	-1	3	-3	-31	0	2	-6
[22] Clc1ccc(-c2cn(-c3ccccc3)c3[n+]2CCS3)cc1
    i	i	7	-1	-12	4	5	-1	-10
[23] COc1cc(CN2CCNC(=O)C2CC(=O)N(C)CCC2CCOCC2)cc(OC)c1 (stereo not drawn)
    i	i	4	2	4	2	-8	5	-6
[24] N#Cc1ccc(/C=C/C(=O)c2ccco2)cc1
    i	i	1	2	3	-109	3	1	-3
[25] COc1ccc(C2c3ccc4ccccc4c3Oc3ncn(CCN4CCOCC4)c(=N)c32)cc1 (stereo not drawn)
    i	i	-4	2	1	9	1	2	5
[26] Cc1c(NC(=O)CSc2nnc3c4ccccc4n(CCc4ccccc4)c3n2)c(=O)n(-c2ccccc2)n1C
    i	i	-4	10	-5	13	10	9	12
[27] O=C(CSc1nnc(Cc2cccs2)n1-c1ccccc1)Nc1ccc2c(c1)OCCO2
    i	i	-4	2	-2	-3	0	3	0
[28] CC(C)Nc1nc(NNc2nc(Cl)nc(NC(C)(C)C)n2)nc(NC(C)C)n1
    i	i	-1	-8	1	-1	5	-2	-20
[29] CCC1CN(C(=O)NCc2ccc(C)cc2)c2ccccc2O1 (stereo not drawn)
    i	i	-4	-9	0	-4	-2	4	8
[30] O=S(=O)(c1c(F)cccc1F)N1CCN(Cc2c(O)ccc3ccccc23)CC1
    i	i	0	-4	-6	15	-3	4	20
[31] O=S(=O)(Nc1ccc2c(c1)OCCO2)c1cccc(F)c1
    i	i	-2	4	-3	2	-2	4	-1
[32] COCCNC(=O)CN(C(=O)Cn1nnc2ccccc21)c1ccccc1C
    i	i	0	-1	-4	8	0	-6	-3
[33] CCCOn1c(-n2nc(C)cc2C)nc2ccccc2c1=O
    i	i	-3	0	5	-12	4	13	-4
[34] COC(=O)c1ccccc1NC(=O)CSCC(=O)Nc1ccccc1OC
    i	i	1	-2	0	3	-4	-17	-3
[35] Cc1ccccc1CN1CCC(Oc2ccc(C(=O)N3CCCC3)cc2)CC1
    i	i	2	1	-2	16	-5	23	-6
[36] CC(C)[C@H](NC(N)=O)C(=O)Nc1ccc(F)c(Cl)c1
    i	i	1	-8	-6	-96	2	-4	-4
[37] CCc1nnc(NS(=O)(=O)c2ccc(NC(=O)c3cccc(OC(F)(F)C(F)F)c3)cc2)s1
    i	i	-1	5	2	15	4	-3	16
[38] Cc1nnc(SCC(=O)N2CCC(c3noc4ccc(F)cc34)CC2)s1
    i	i	-4	-8	2	-1	-2	-1	0
[39] CCOC(=O)CSC1=C(C#N)C(c2ccccc2C)C2=C(CCCC2=O)N1 (stereo not drawn)
    i	i	-4	-8	8	-46	2	-1	-2
[40] CC(C)(C)C1(C)OC(C(=O)NC2CCCCC2)C(C(=O)NC2CCCCC2)O1 (stereo not drawn)
    i	i	0	-7	-6	4	8	-1	-4
[41] COc1cc2c(C#N)c(N3CCCC3)nc(N)c2c(N)n1
    i	i	-2&-1	-5&-9	35*!	-6&-2	5&8	17&2	15&4
[42] CCOC(=O)C1(C(F)(F)F)N=C(N(C)C)OC(N(C)C)=N1
    i	i	-1	0	-3	-13	6	-3	-10
[43] Cc1ccnn1CC(=O)N/N=C/c1cn[nH]c1-c1ccccc1
    i	i	0	1	0	2	-4	3	-4
[44] C[C@H](CO)N1C[C@H](C)[C@H](CN(C)Cc2cncnc2)Oc2cc(Br)ccc2S1(=O)=O
    i	i	1	-1	-2	4	-2	16	-5
[45] CCOP(=O)(OCC)C(NC(=O)C(F)(F)F)c1ccccc1 (stereo not drawn)
    i	i	2	6	-7	4	-5	-16	-13
[46] CC1=C(NCCc2ccccc2)CCC1=O
    i	i	1	3	-9	7	-3	-19	-7
[47] CC1(C(=O)O)CCC(C(=O)NCCc2ccccc2)C1(C)C (stereo not drawn)
    i	i	-3	4	-1	4	-1	-4	-5
[48] COc1ccc(CN2C(=O)C(CC(=O)NCCCCc3ccccc3)CC(C(=O)N(C(C)C)C(C)C)=C2C)cc1 (stereo not drawn)
    i	i	0	0	2	-3	4	-2	10
[49] CCOc1ccc(C(C)=O)cc1CC(C(N)=O)C(N)=O
    i	i	-1	4	1	9	-1	-25	-8
[50] COC(=O)Cc1c(O)ccn(Cc2cccc(C(F)(F)F)c2)c1=O
    i	i	2	-2	10	0	5	6	-4
[51] Cc1ccc(NC(=S)Nc2cc(-c3ccccc3)[nH]n2)cc1Cl
    i	i	1	-1	-6	25	13	9	4
[52] O=S(=O)(Nc1ccc(C(O)(C(F)(F)F)C(F)(F)F)cc1)c1cccc2cccnc12
    i	i	-2	0	2	10	-6	-8	13
[53] Cc1ccc2cc(C#N)c(NCc3ccco3)nc2c1
    i	.	5	1	-5	1	-1	16	-5
[54] Cc1ccc(S(=O)(=O)NC2CC3CCC2C3)cc1 (stereo not drawn)
    i	i	-1	-2	0	12	-3	3	-1
[55] C/C(=N\OC(=O)C1CC1)C1CC1c1ccc(F)cc1 (stereo not drawn)
    i	i	6	-2	-2	-8	-5	-8	-3
[56] CCC(=O)NS(=O)(=O)c1cccnc1Nc1ccc(Cl)cc1
    i	i	3	4	-2	2	0	-22	-1
[57] C1=C(c2ccccc2)CCN(c2nc3ccccc3n3cnnc23)C1
    i	i	-1	0	5	23	6	-36	22
[58] O=C(N/N=C/c1sc2ccccc2c1O)c1ccccc1
    .	i	1	-148	103	-103	-4	2	-11
[59] CCOc1ccc(C(=O)NCC(c2cccs2)N(C)C)cc1 (stereo not drawn)
    i	i	-2	0	2	7	6	1	6
[60] O=C(O)c1cc2c(cc1NC(=O)c1c(F)cccc1Cl)OCCCO2
    i	i	-1	1	1	5	-1	4	-6

More entries follow.
Values run as follows: Rpn11 block	Neddyl block	Rin1-Abl PPI inh	MT1-MMP act inh	CSN inh	MLLE-PAM2 inh	NadD inh	SKN-1 block	FAS TE block
[61] COc1ncc(-c2ccc(N3C(c4ccsc4)=Cc4ccc(F)cc4C3CC(=O)c3ccco3)cc2)cn1 (stereo not drawn)
    .	i	.	-16	1	.	35*	0	23
[62] Cc1cc([N+](=O)[O-])ccc1P(=O)(O)c1ccc([N+](=O)[O-])cc1C
    i	i	5	0	2	-6	4	21	-2
[63] CCOc1ccc(N(C(=O)Nc2ccccc2)C2=NCCC2)cc1
    i	i	4	-2	-9	0	4	2	25
[64] C[C@@H]1CN([C@@H](C)CO)C(=O)CCCn2nncc2CO[C@H]1CN(C)Cc1ccc(Oc2ccccc2)cc1
    i	i	-3	-3	1	-2	4	9	-6
[65] Cc1cccc(N2CCN(C(=O)c3c(Cl)cnn3C)CC2)c1C
    i	i	3	2	1	1	-11	5	2
[66] COc1ccc(C(C(=O)NC2CCCC2)N(C(=O)c2snc(C(N)=O)c2N)c2cccc(O)c2)cc1 (stereo not drawn)
    i	i	1	-1	0	-9	4	-1	3
[67] O=C(NCc1ccc2c(c1)OCO2)C1CCCN(S(=O)(=O)c2cccc3cccnc23)C1 (stereo not drawn)
    i	i	3	1	-3	-3	4	6	-2
[68] Cc1cc(C(=O)N2CCCC(C(=O)c3cccc(C(F)(F)F)c3)C2)n[nH]1 (stereo not drawn)
    i	i	4	-4	-2	1	0	2	-18
[69] O=C(O)C1CCC(NSc2ccccc2[N+](=O)[O-])CC1 (stereo not drawn)
    i	i	-3	-1	0	3	1	-12	-4
[70] CCCCCCOc1ccc(N2C(=O)CC(NCc3ccc(S(N)(=O)=O)cc3)C2=O)cc1 (stereo not drawn)
    i	i	-2	5	0	14	7	-6	-6
[71] O=C(CC1C(=O)NCCN1Cc1ccc(Cl)c(F)c1)NC1CCCCC1 (stereo not drawn)
    i	i	0	-2	1	12	-1	15	9
[72] CN(C)C(=S)Nc1ccc(Br)c(Cl)c1
    i	i	1	2	4	-136	9	5	2
[73] Cc1ccc(/C=C2\SC(=S)N(CCCC(=O)Nc3cccc(C(=O)O)c3)C2=O)cc1
    i	i	7	-1	2	-1	16	13	6
